ASM inhibitor – inhibitors of human secretory acid sphingomyelinase | P17405 | placental ASM, HMU-PC fluorogenic substrate, 60 min | Potency, µM (series often up to 57.5 µM), inactives show at the highest dose activity change, negative = inhibition, hits mostly inhibitors | 0.006% of 340,000 active | AID 504937; note: potency is the fitted concentration of half-maximal effect
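HMU-PC0 cleavage (9 uM final) by human placental ASM, 60 min at 37 °C following 10 min compound exposure at RT; stopped at pH 10, fluorescence Ex 386/Em 447 nm.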
BCR signal inh – chronic active BCR signaling inhibition. ABC-DLBCL IkBa-CBG/CBR reporter, luminescence ratio, 4 h. Potency, µM (top dose mostly 46.1 µM), without a hit: top-dose ratio change, negative = lower green/red ratio, actives largely listed as inhibitors. 0.05% of 340,000 active. AID 493014; active = well fitted inhibition curve with a large enough effect in the signal ratio, with a control signal flat, not every such curve was filed as active; inconclusive = small, poorly fitted or top-dose-only effect, or effect the other way, or a change in a side signal; the % refers to the signal ratio;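 note: potency is the fitted concentration of half-maximal effect; plate controls were basal doxycycline-induced cells for no effect and cells given 10 µM MG132 for full effect; MG132 reads +100%, hits lower the ratio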
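Concentration-response series (up to 46 uM) were applied to TMD8 dual-reporter cells for 4 h at 37C with doxycycline. Green/red ratio, after filter-overlap correction, defined %Activity; red signal alone was normalised to basal cells and zero luminescence.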
Tb PFK inh – T. brucei PFK enzyme inhibition. T. brucei PFK, ADP-Glo luminescence. O15648. Potency, µM (series often up to 57.5 µM), for inactives: top-dose activity, negative = inhibition, actives largely listed as inhibitors. 0.17% of 330,000 active;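 note: potency is the fitted concentration of half-maximal effect; 0% = uninhibited 1x PFK enzyme wells and -100% = no-enzyme wells; nearly all actives have a fitted effect of over 60% in size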
Target sequence (O15648 whole entry, looked up): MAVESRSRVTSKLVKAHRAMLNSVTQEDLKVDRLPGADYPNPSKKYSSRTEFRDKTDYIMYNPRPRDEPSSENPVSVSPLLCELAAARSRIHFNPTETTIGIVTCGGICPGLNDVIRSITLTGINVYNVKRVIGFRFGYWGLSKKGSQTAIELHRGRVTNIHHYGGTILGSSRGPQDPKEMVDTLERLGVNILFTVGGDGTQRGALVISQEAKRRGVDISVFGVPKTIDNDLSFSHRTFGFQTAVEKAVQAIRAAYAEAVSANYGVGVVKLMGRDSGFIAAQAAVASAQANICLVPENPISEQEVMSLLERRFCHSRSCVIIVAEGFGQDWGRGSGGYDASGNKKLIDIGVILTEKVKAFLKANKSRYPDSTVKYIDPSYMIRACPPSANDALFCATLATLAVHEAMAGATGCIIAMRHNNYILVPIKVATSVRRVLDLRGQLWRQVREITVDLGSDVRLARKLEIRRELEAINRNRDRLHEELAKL
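In TEA buffer at pH 8.0 with 5 mM MgCl2, enzyme (1.25 nM) converted F6P (0.5 mM) and ATP (0.1 mM) for 45 min at room temperature. ADP product was read by luciferase luminescence.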
a7 integrin act – integrin-mediated muscular dystrophy alleviation activation; 0.064% of 350,000 active; alpha7betagal myoblasts, beta-gal FDG fluorescence, 48 h; Potency, µM (series often up to 38.3 µM), for inactives: at the highest dose activation, usual class: activators; AID 624291;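 note: potency is the fitted concentration of half-maximal effect; 100% = response of the positive control SU9516; nearly all actives have a fitted effect of over 60% in size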
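Alpha7betagal+/- myoblasts (passage 13) were plated 16-24 hr, then exposed to compounds (1:260 dilution of DMSO stock) for 48 hours at 37C. After MPER lysis, β-galactosidase reporter activity was read as FDG fluorescence (ex 480/em 540) after 30 minutes.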
B2AR arrestin – beta2AR (human) beta-arrestin recruitment activity; P07550; 0.02% of 330,000 active; beta-arrestin recruitment to beta2AR, cell-based reporter; Potency, µM (titrated, usually from 46.1 µM), for inactives: top-dose activation, usual class: activators;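 note: potency is the fitted concentration of half-maximal effect; 0% = DMSO controls and full agonism = EC100 isoproterenol or metaproterenol; nearly all actives have a fitted effect of over 65% in size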
Target sequence (P07550 whole entry, looked up): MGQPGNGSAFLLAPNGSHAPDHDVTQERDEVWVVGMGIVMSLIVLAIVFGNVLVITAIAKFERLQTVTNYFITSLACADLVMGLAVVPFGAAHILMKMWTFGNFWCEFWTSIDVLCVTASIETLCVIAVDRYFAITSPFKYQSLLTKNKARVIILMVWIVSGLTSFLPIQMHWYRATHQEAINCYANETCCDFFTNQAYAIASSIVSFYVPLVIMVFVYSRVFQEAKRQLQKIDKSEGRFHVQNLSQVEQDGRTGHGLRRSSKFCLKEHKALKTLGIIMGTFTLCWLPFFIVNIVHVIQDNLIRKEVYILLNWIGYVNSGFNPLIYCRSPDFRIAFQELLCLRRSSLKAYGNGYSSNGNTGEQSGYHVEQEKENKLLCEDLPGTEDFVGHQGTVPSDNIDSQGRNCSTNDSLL
Giardia kill – kills Giardia lamblia | 0.15% of 340,000 active | AID 540267 | activity change, % at 7.66 µM, hits read low | Giardia lamblia trophozoite viability; in the data active = activity change below about -80%; inconclusive = between about -30% and that limit;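 note: parasites exposed to compound for two days anaerobically before the ATP read; % is set by controls: 0 for no effect and ±100 for the full control effect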
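Giardia trophozoites, 100 cells per well, were exposed to compounds for 48 hrs at 37 deg C under anaerobic conditions; viability was then read as ATP content by bioluminescence after 15-30 min at room temperature.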
GALK inh – blocks human galactokinase activity; Potency, µM (top dose mostly 57.5 µM), for the others: at the highest dose activity change, negative = inhibition, most hits filed as inhibitors; P51570; 0.007% of 270,000 active; Purified GALK, Kinase-Glo residual ATP luminescence; AID 1868; note: potency is the fitted concentration of half-maximal effect; % is set by controls: 0 for no effect and ±100 for the full control effect
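Compounds were pin-transferred into ATP buffer (35 uM final), then GALK plus galactose (5 nM, 100 uM final) was added. After 1 h at room temperature, Kinase-Glo Plus was added and luminescence read after 10 min.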
PKM2 activator – PKM2 (human) enzyme activation; purified PKM2, Kinase-Glo ATP luminescence, activation; response scale: 0% is enzyme alone, no compound; Potency, µM (doses to about 57.5 µM), without a hit: at the highest dose activation, actives largely listed as activators; AID 1631; 0.34% of 260,000 active; note: potency is the fitted concentration of half-maximal effect; % is set by controls: 0 for no effect and ±100 for the full control effect; nearly all actives have a fitted effect of over 55% in size
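Purified hPK-M2 (>95% pure) converted ADP (0.1 mM final) to ATP with 0.5 mM PEP in 50 mM imidazole pH7.2, KCl, MgCl2, Tween 20, BSA; 1 h at room temperature. ATP detected by Kinase-Glo luminescence.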
FBPA coupling cs – coupling enzyme interference in Giardia aldolase counter-screen | 0.67% of 290,000 active | coupling enzyme system counterscreen, AmpLite Red fluorescence | activity change, negative = inhibition, % at 58.2 µM, hits read low; in the data active = activity change below about -30%; note: % is set by controls: 0 for no effect and ±100 for the full control effect
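Final compound at 57.5 uM, incubated 10 min at RT with coupling enzyme reagent (glyceraldehyde-3-phosphate), then 20 min with substrate and AmpLite Red detection. Fluorescence read at 525/598 nm; tests interference with the coupling assay, not aldolase inhibition.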
TSG101-PTAP inh – blocks PTAP/TSG101 interaction to inhibit HIV-1 budding; Q99816; Potency, µM (doses to about 115 µM), without a hit: at the highest dose activity change, negative = inhibition, most hits filed as inhibitors; 340,000 tested, under 10 active; Fluorescence polarization, FITC-PTAP peptide / Tsg101 binding; active = well fitted inhibition curve with a large enough effect in the main read-out, with a control signal flat, not every such curve was filed as active; inconclusive = small, poorly fitted or top-dose-only effect, or effect the other way, or a change in a side signal; inactive = no such curve, though single readings can be large or run the other way; note: potency is the fitted concentration of half-maximal effect; % of control where 0% means no effect
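Fluorescence anisotropy tracks displacement of a FITC-tagged PTAP peptide (50 nM) from the Tsg101 binding domain (10 uM), following a 20 min room-temperature incubation at pH 7.5.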
Menin MLL FP TR – menin-MLL binding inhibition, Texas Red mutant peptide. O00255. Menin + Texas Red MLL mutant peptide, fluorescence polarization. Potency, µM (series often up to 61.6 µM), for the others: top-dose FP activity change, negative = inhibition, actives largely listed as inhibitors. 0.23% of 270,000 active; active = well fitted inhibition curve with a large enough effect in the polarisation, with a control signal flat, not every such curve was filed as active; inconclusive = small, poorly fitted or top-dose-only effect, or effect the other way, or a change in a side signal; inactive = no such curve, though single readings can be large or run the other way; the % refers to the polarisation; note: potency is the fitted concentration of half-maximal effect; % of control where 0% means no effect; many of its hits are not listed in these tables
* marks the source's active call; other numbers are inactive results; ? = inconclusive; nt = not tested or not shown; [ ] = another dose, or the depositor's remark. Unless noted, calls come from the whole dose curve; as a rule, active = well fitted curve in the direction sought with a large enough effect; inconclusive = small, poorly fitted or top-dose-only effect, or another doubt; inactive = no such curve, though single readings can be large; an effect the other way counts as inactive or inconclusive.

SMILES	ASM inhibitor	BCR signal inh	Tb PFK inh	a7 integrin act	B2AR arrestin	Giardia kill	GALK inh	PKM2 activator	FBPA coupling cs	TSG101-PTAP inh	Menin MLL FP TR
O=C1CCCN1CCCNc1ncnc2sccc12	-0.1%	2.5%	-4.8%	-50.3%[inhibitor]	-0.1%	9.9	-1.4%	1.0%	-0.4	-0.6%	5.7%
COc1ccc2c(c1)c(C(=O)N/N=C/c1ccc(Cl)cc1)c(C)n2C	-10.9%	-0.5%	0.7%	-14.8%	-0.6%	-0.3	-1.0%	3.4%	-5.7	-3.4%	nt
C=CCSc1nnc2c(n1)OC(c1cccnc1)Nc1ccccc1-2 (stereo not drawn)	-1.9%	?	2.8%	13.0%	0.2%	8.5	0.9%	-6.5%	0.0	-7.8%	8.6%
CC(NC(=O)C(C)(C)C)c1nc2ccccc2n1C (stereo not drawn)	-0.2%	7.7%	-13.0%	5.8%	0.1%	2.3	-1.8%	-10.7%	0.0	-1.9%	7.9%
COc1ccc2sc(NC(=O)NC(=O)c3c(Cl)cccc3Cl)nc2c1	-5.3%	?	1.7%	14.5%	0.1%	?	-1.0%	-10.2%	-1.2	-2.8%	nt
Nc1nc2nc(-c3ccccc3)cc(=O)n2[nH]1	6.1%	5.8%	1.3%	6.1%	-3.2%	-11.3	3.3%	-0.8%	6.5	-4.7%	-4.9%
CCCc1cc(=O)[nH]c(SCC(=O)Nc2ccc(N3CCCCC3)cc2)n1	-0.2%	6.8%	-0.7%	-12.8%	-0.8%	3.7	nt	nt	nt	0.9%	nt
CC(C)Oc1ccc(CC(=O)NNC(=S)Nc2ccccc2)cc1	0.0%	-6.6%	0.0%	?	-0.7%	2.3	0.7%	-8.4%	2.6	0.5%	nt
O=C(CN1C(=O)c2ccccc2C1=O)N(CCO)Cc1ccccc1	5.6%	-1.5%	-15.8%	11.1%	-0.4%	-22.4	4.5%	nt	4.0	-3.1%	4.4%
Cc1[nH]c2ccccc2c1SCc1ccccc1	-6.2%	0.2%	6.9%	2.6%	0.1%	7.0	1.6%	-30.2%	-10.8	1.5%	?
COC(=O)NNC(=O)c1ccc(C(C)(C)C)cc1	4.8%	1.2%	-5.1%	-4.3%	-0.4%	-6.7	nt	-2.5%	1.6	-2.6%	-2.2%
Cn1c(N)c(C(=O)COC(=O)C2=NNC(=O)CC2)c(=O)n(C)c1=O	7.6%	15.3%	0.6%	12.0%	0.3%	14.3	-2.4%	-0.7%	0.3	-8.6%	nt
O=C(NCCSc1ccccn1)c1ccc(Cl)cc1	-2.8%	?	0.5%	-13.8%	-0.1%	8.8	0.0%	-0.9%	0.1	-2.6%	1.0%
Cc1nc2ncnn2c(C)c1CCC(=O)N1CCc2ccccc2C1	1.8%	3.2%	4.8%	0.0%	-0.7%	3.2	-1.5%	-3.7%	5.1	-0.9%	2.5%
Cc1nc(N2CCN(C)CC2)c2cc(-c3ccccc3)sc2n1	5.8%	1.6%	-0.6%	-4.2%	-0.2%	-10.6	0.4%	0.7%	-8.9	0.3%	?
O=C(CN(Cc1ccccc1)C(=O)CNS(=O)(=O)c1ccccc1)NCC1CCCO1 (stereo not drawn)	-0.9%	0.7%	-14.0%	24.9%	-0.7%	-14.0	-1.2%	-4.1%	0.8	-6.7%	?
CC(C)(C)C(=O)Nc1cc(S(=O)(=O)N2CCCCC2)ccc1N1CCCCC1	-4.8%	4.2%	1.3%	-52.7%[inhibitor]	0.1%	-2.3	-4.6%	0.1%	-1.2	-1.7%	-2.5%
CS(=O)(=O)O/N=C1\CCCCC1c1ccc([N+](=O)[O-])cc1[N+](=O)[O-] (stereo not drawn)	0.4%	?	-0.2%	0.0%	-1.0%	-14.9	-3.0%	nt	1.2	-4.8%	9.5%
CNC(=O)Cn1nc(-c2ccc(Cl)cc2)c2ccccc2c1=O	-0.3%	?	-4.2%	37.2%	-0.2%	3.9	3.8%	nt	2.0	-4.7%	-20.5%
C=CCOc1ccc(/C=C2\SC(=S)N(CCC(=O)O)C2=O)cc1	-1.7%	?	-6.4%	0.0%	-0.4%	-4.4	4.3%	-11.8%	2.5	0.5%	nt
COc1ccccc1NC(=O)CCNS(=O)(=O)c1ccc2c(c1)CCN2C(C)=O	-0.8%	-0.2%	0.8%	5.2%	0.2%	13.5	-4.1%	nt	1.2	-1.1%	-8.8%
COc1ccc(C(=O)C2CCCN(C(=O)Cn3ccc(C)n3)C2)cc1OC (stereo not drawn)	-0.3%	0.5%	-9.8%	23.3%	0.1%	5.8	5.0%	0.9%	0.6	0.1%	3.7%
CSCCCNC(=S)N1CCN(c2ccc(C(C)=O)cc2)CC1	-2.9%	-3.1%	-1.3%	-27.4%	0.0%	1.2	0.3%	0.6%	1.2	0.0%	23.0%
O=C(NCc1ccco1)c1sc2ccccc2c1Cl	-0.5%	0.5%	3.8%	-17.7%	7.8%	5.4	-1.2%	0.9%	2.0	-6.3%	-22.3%
COC(=O)C1=C(C)NC(C)=C(C(=O)OC)C1c1ccc(OC(=O)c2ccco2)cc1	243.8%[activator]	?	-0.9%	19.1%	0.3%	-14.5	1.4%	13.0%	9.2	-1.6%	12.0%
Cc1cc(CC(C)C)n(-c2nc3ccccc3c(=O)n2OCC(=O)N(C)C)n1	0.6%	-8.1%	0.1%	0.1%	-0.8%	-6.5	2.9%	2.3%	0.7	-0.4%	-2.6%
Cc1ccc(S(=O)(=O)Nc2c(O)c3ccccc3oc2=O)cc1	-0.5%[11.5 µM]	?	-5.8%	14.3%	0.2%	-0.9	5.7%	0.6%	2.9	0.4%	16.5%
CCC(CC)Nc1ccc(C(CC(N)=O)NC(=O)Cc2cccc3ccccc23)cc1[N+](=O)[O-] (stereo not drawn)	-10.1%	12.2%	-3.3%	-12.0%	-0.5%	-7.6	nt	0.5%	-2.7	3.0%	?
Cc1ccc(NC(=S)NCc2ccc(Cl)cc2)c(C)c1	-2.3%	?	-1.0%	?	3.4%	2.0	3.2%	-3.7%	-5.7	-6.9%	15.5%
O=C(CN1C(=O)COc2ccccc21)NCCCN1CCCC1	-3.1%	-3.6%	1.9%	-20.1%	0.5%	28.5	7.6%	nt	nt	1.7%	nt
OCc1nnn(-c2ccccc2)c1CO	-1.6%	6.8%	2.5%	4.1%	-0.4%	?	-2.0%	-3.9%	-0.6	-10.5%	26.5%
Cc1cccc(OCC(=O)N2CCN(C(=O)Cc3ccccc3)CC2)c1	1.4%	5.9%	16.7%	5.7%	-0.1%	9.2	-2.8%	-5.4%	5.0	0.6%	25.0%
Cc1c(NC(=S)NC(=O)c2cc3ccccc3o2)cccc1C(=O)O	-0.3%	?	2.1%	-26.6%	0.5%	0.0	-3.2%	-4.6%	4.6	-2.9%	9.9%
COc1cccc(CN(C(=O)/C=C/c2ccc(Cl)cc2)C2CCS(=O)(=O)C2)c1 (stereo not drawn)	-4.1%	?	-4.4%	-16.5%	-0.3%	24.6	2.3%	-1.8%	1.1	-7.8%	-5.8%
CCCCn1c(N)c(N(CCOC)C(=O)c2ccc(S(=O)(=O)N3CCCCCC3)cc2)c(=O)[nH]c1=O	7.8%	2.1%	-1.2%	-1.5%	-0.7%	0.9	nt	nt	nt	-0.9%	nt
COc1ccc(CCn2nnnc2C(c2ccc(Cl)cc2)N2CCN(C)CC2)cc1OC (stereo not drawn)	-0.9%	0.9%	-5.1%	19.2%	0.2%	5.3	2.5%	-2.5%	2.2	2.2%	-5.1%
CC(C)C(O)P(=O)(OCc1ccccc1)c1ccc(N(C)C)cc1 (stereo not drawn)	2.2%	-11.8%	-2.6%	1.9%	-0.3%	4.4	0.6%	-10.7%	3.2	-4.0%	-24.1%
Cc1nc(-c2cccc(NC(=O)c3ccc(Br)o3)c2)cs1	-3.1%	?	2.0%	-19.1%	0.2%	-7.0	-6.2%	nt	nt	-0.5%	nt
CC(=O)NCCc1nc2cc(NC(=O)c3ccc([N+](=O)[O-])cc3)ccc2n1C	-0.8%	-0.3%	-4.9%	-13.7%	0.4%	-7.7	nt	nt	1.6	-1.4%	-21.7%
O=C(O)CN1C(c2ccccc2)=Nc2ccc(Br)cc2C1c1ccccc1 (stereo not drawn)	1.6%	0.1%	1.5%	10.2%	-0.5%	2.6	1.0%	0.7%	-4.7	0.5%	9.0%

High-throughput results as filed in PubChem.

The list is partial; count on the stated rates, not on these rows.
